High-throughput results deposited in PubChem by several laboratories.
Arr AP2 block – blocks beta-arrestin peptide binding to AP2 adaptin | FITC-arrestin peptide / GST-AP2 beads, flow cytometry; AP2 beta2 appendage carries R879A mutation | inhibition, % at 10 µM | actives 0.31% (n = 340,000);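 active = inhibition above a set limit, near 3 SD of compounds lacking own fluorescence, cut at about 54% in these data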;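 note: plate controls were DMSO wells for no effect and 5 µM unlabelled arrestin peptide for full effect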
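Assay system: GST-AP2 R879A bound to glutathione beads, E. coli-expressed; Medium: PBS with 0.05% Tween 20 and 0.1% BSA; Also added: fluorescein-tagged arrestin peptide at 50 nM final; Timing: 12 min plus 1 h, RT; Measured by: flow cytometry, FL1 (488/535 nm); Evaluation: percent drop in bead-associated FITC signal.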
V-ATPase pH – alters yeast V-ATPase proton transport; S. cerevisiae, pHLuorin cytosolic pH fluorescence; response, % at 10 µM; actives 0.37% (n = 350,000); in the data active = response mostly above about 7.3%, no sharp cut-off; inactive = mostly below about 5.4%; note: actives read high; inactives centre near 0; some compounds called inactive have numbers as strong as hits; reference of the scale not given here
Cardiac RTF inh – cardiac RTF calcium desensitization; actives 0.12% (n = 340,000); AID 493244; IANBD-labeled cardiac RTF, Ca2+ fluorescence; inhibition, % at 7.15 µM;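 active = inhibition above the mean inhibition of all tested compounds plus 3 SD, cut at about 17% in these data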;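 note: assay run at fixed EC70 calcium of 1.6 mM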
cardiac RTF act – increases calcium sensitivity of human cardiac regulated thin filaments | actives 0.24% (n = 340,000) | IANBD-labeled TnC RTF fluorescence at EC20 calcium; 0% EC20 calcium, 100% full calcium | P19429+P45379 | activation, % at 7.2 µM | AID 493008;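 active = activation above the mean over all tested compounds plus 3 SD, cut at about 30% in these data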;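 note: rise in fluorescence read as greater calcium sensitivity of cardiac thin filaments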
MOR-DOR inv ag – inverse agonist of human OPRM1-OPRD1 heterodimerization | actives 0.21% (n = 340,000) | P35372+P41143 | inhibition, % at 9.3 µM | cell-based MOR-DOR heterodimer luminescence, inverse agonism | AID 504357; in the data active = inhibition above about 22%, passing the limit was not always enough;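 note: 0% = cells with DMSO and 100% = wells without cells with DMSO; values of inactives mirror those of a sister screen read the other way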
Wnt bcat act – activators of Wnt/beta-catenin signaling | Wnt/beta-catenin reporter cell assay, activator, plate reader | AID 743398 | activation, % at 9.35 µM | actives 1.2% (n = 300,000); in the data active = activation above about 30%, passing the limit was not always enough; inconclusive = no clear call, values can overlap the other calls;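 note: 0% = neutral control wells and 100% = positive control wells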
C-LANA FP – inhibitors of KSHV LANA C-terminal domain DNA binding; inhibition, % at 9 µM; MBP-C-LANA/FAM-LBS DNA binding, fluorescence polarization; actives 0.078% (n = 340,000); AID 504423;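 active = highest replicate inhibition at or above 60% at 9 µM, even if other replicates fall short; inactive = all replicates below 60% inhibition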;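 note: 0% = neutral control wells and 100% = 4 µM acridine orange control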
Keap1 Nrf2 FP – Keap1-Nrf2 (human) interaction inhibition; Q14145; Keap1 Kelch-Nrf2 peptide fluorescence polarization, 1536-well; inhibition, % at 9.4 µM; actives 0.15% (n = 340,000); in the data active = inhibition above about 12%; inconclusive = no clear call, values can overlap the other calls; inactive = below about 7.3%;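 note: human Keap1 Kelch domain with fluorescein labeled Nrf2 9mer peptide probe; 0% = neutral control wells and 100% = peptide positive control; higher means more block of Keap1 binding to Nrf2 peptide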
OPRM1-OPRD1 ag – OPRM1-OPRD1 heterodimerization agonism | P35372+P41143 | actives 0.3% (n = 340,000) | AID 504326 | cells, luminescence | activation, % at 9.3 µM; in the data active = activation above about 18%;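 note: 0% = vehicle-treated cells and 100% = reference agonist; values of inactives mirror those of a sister screen read the other way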
Pemphigus Ab inh – human desmoglein-3 autoantibody binding inhibition; P32926; DSG3-coupled beads, scFv-anti-DSG3-GFP binding, flow cytometry; active compounds read low; binding (percent of control), % at 10 µM; actives 0.48% (n = 310,000); AID 588358;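 active = binding more than 3 SD below its plate's average and above zero; inconclusive = below that plate limit but binding exactly zero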;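 note: hits lower antibody fragment binding to DSG3; some compounds called inactive have numbers as strong as hits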
Target sequence (P32926 whole entry, looked up, the tested form may be a part): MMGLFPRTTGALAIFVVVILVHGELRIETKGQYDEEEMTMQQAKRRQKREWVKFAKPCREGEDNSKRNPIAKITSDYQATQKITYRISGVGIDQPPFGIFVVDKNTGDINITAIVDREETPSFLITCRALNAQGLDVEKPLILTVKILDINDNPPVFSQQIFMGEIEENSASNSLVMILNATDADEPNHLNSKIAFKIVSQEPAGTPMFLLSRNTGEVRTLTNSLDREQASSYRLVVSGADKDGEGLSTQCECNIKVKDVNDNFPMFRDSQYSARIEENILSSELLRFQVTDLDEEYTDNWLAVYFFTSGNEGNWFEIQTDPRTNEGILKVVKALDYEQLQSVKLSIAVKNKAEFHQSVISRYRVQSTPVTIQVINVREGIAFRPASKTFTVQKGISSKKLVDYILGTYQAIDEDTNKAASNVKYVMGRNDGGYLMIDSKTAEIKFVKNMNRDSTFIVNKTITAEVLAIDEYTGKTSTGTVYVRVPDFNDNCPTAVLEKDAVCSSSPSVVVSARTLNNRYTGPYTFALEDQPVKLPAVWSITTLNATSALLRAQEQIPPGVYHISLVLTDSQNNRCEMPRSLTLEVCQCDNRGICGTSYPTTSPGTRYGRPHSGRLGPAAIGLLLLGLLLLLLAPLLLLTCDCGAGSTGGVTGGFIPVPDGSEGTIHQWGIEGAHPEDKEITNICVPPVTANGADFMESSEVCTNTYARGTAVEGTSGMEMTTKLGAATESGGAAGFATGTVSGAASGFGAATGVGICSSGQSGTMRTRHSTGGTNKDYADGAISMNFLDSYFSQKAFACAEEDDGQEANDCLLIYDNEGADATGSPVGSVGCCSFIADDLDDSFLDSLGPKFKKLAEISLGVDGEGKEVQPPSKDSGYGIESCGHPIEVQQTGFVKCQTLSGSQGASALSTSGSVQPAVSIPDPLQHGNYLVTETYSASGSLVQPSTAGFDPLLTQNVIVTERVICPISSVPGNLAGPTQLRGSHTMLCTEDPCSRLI
Active calls of the source: *; ? = inconclusive; · = not tested or not shown.

Sequence of screens – Arr AP2 block, V-ATPase pH, Cardiac RTF inh, cardiac RTF act, MOR-DOR inv ag, Wnt bcat act, C-LANA FP, Keap1 Nrf2 FP, OPRM1-OPRD1 ag, Pemphigus Ab inh
CCS(=O)(=O)C1=NN2C(=N)/C(=C\c3ccc(OC(=O)c4ccco4)c(OC)c3)C(=O)N=C2S1
    40.2, -1.3, 5.5, -6.2, 18.2, 1.1, -11.0, -6.6, -3.4, 96.7
CCOc1cccc(CNc2ccc(O)cc2)c1OCc1ccc(Cl)cc1Cl
    -9.2, -1.4, -2.1, 4.1, -62.7, ·, 3.6, -6.1, 15.1, ·
O=C(NC[C@@H]1CCCO1)c1cccc2c1C(=O)c1ccc(Cl)cc1S2(=O)=O
    -4.0, -0.8, 3.1, -1.8, 14.3, 9.6, 1.5, -0.2, -3.1, 99.6
O=C(CNC(=O)c1nc[nH]c1C(=O)N1CCN(c2ccccc2)CC1)OCc1ccccc1
    30.3, 4.1, 2.6, -8.5, 8.4, -5.9, 0.9, -0.5, -1.4, 106.5
CCOCCc1nnc(NC(=O)c2cccs2)s1
    31.2, 1.0, 3.1, 2.6, 6.5, 11.5, 0.1, 1.0, -1.1, 89.5
Cc1c(-c2ccccc2)nc(N)c(C#N)c1-c1cccnc1
    26.9, -4.9, -6.6, -0.1, 17.5, -0.5, -0.2, -1.9, -3.5, 105.4
CN1C(=O)/C(=C/C=C2/CCCN2C)N(C)C1=S
    6.5, 0.8, -4.7, 8.2, 24.3, 0.0, -1.7, -10.1, -4.9, 97.3
CSCC[C@H](NS(=O)(=O)c1ccc(C(C)=O)cc1)c1nnc2ccccn12
    -0.5, 1.9, -4.1, -1.9, 18.1, -2.7, 5.7, -1.1, -3.5, 78.8
CC(C)(C)OC(=O)C[C@H]1C/C=C\C[C@H](CC(=O)N[C@H](CO)Cc2ccccc2)C(=O)N2CCC[C@@H]2COC1=O
    15.6, -8.0, -10.6, 6.1, -6.1, -1.1, 3.4, -1.0, 1.1, 100.4
Fc1cc2[nH]cnc2cc1Cl
    -0.5, -4.4, -11.4, 12.3, -1.7, 2.6, -1.1, -2.5, 0.3, 119.2
Cc1ccc2nc3c(c(C(=O)OCC(=O)N(C)C4CCS(=O)(=O)C4)c2c1)CCCC3 (stereo not drawn)
    -4.0, -0.3, -4.4, 2.4, 13.7, -2.9, 1.1, -3.8, -2.5, 98.3
CN1C(C(=O)c2ccccc2)=C(N)c2ccccc2S1(=O)=O
    -6.3, 3.0, -7.5, 2.4, 16.1, -1.3, 0.4, 2.5, -3.1, 97.2
COc1ccc(N2C(=O)CSC23C(=O)N2c4c(cccc43)C(C)=CC2(C)C)cc1 (stereo not drawn)
    -3.3, -3.1, -0.2, 11.3, -3.8, -2.2, -0.5, -0.2, 0.7, 104.1
CCCN(CCC)C(=O)c1cc2c(=O)n3cccc(C)c3nc2s1
    15.7, -1.1, 0.1, 0.1, 15.2, -2.2, -0.4, -5.5, -3.2, 108.4
Cc1ccc(/C=N/Nc2cc(C)nc(NCc3ccccc3)n2)cc1
    -4.2, 0.4, -6.1, 6.5, -59.2, -1.6, -0.2, 0.6, 11.8, ·
Cn1cc(CN2CCC(C(=O)Nc3ccc(Oc4ccccc4F)cc3)CC2)cn1
    7.6, -1.1, 4.9, -3.1, -1.4, -1.6, 0.8, -2.6, 0.3, 100.9
COCc1nnc(NC(=O)c2ccc(Cl)cc2[N+](=O)[O-])s1
    4.6, -1.5, 5.8, 0.0, 14.8, -0.7, 0.1, -2.4, -2.9, ·
COc1ccccc1C(=O)N/C(=C\c1cn(S(=O)(=O)N(C)C)c2ccccc12)C(=O)NCCN1CCOCC1
    21.0, 3.0, 0.5, -3.4, 20.5, ·, -0.2, 1.4, -4.1, 103.5
Fc1ccc(-c2csc(-c3ccc(C4SCCS4)cc3)n2)cc1F
    11.5, 5.0, -3.0, 6.3, 3.4, 34.0*, 0.8, -0.4, -0.7, 106.6
CCCC(=O)Nc1ccc2oc(-c3cccnc3)nc2c1
    -2.0, 1.3, -1.1, -0.7, 4.7, 36.5*, 0.8, -2.6, -0.8, ·
COc1ccc(OC)c(/C=c2\sc3nc(-c4cccs4)nn3c2=O)c1
    8.7, 7.1, -2.1, 50.0*, 10.4, ·, 23.6, 10.5, -2.1, 97.2
COc1ccc(Nc2nc(N)nc(CSc3nccc(C)n3)n2)cc1
    -1.8, 2.1, -9.7, -1.9, 7.8, ·, -0.9, -1.9, -1.2, ·
CC(=O)c1cc2c(cc1NC(=O)CCn1cccc1)OCO2
    6.3, -0.9, -7.2, 1.8, 11.7, ·, 0.3, -0.4, -2.1, 106.6
Cc1c([N+](=O)[O-])cc(S(=O)(=O)Nc2ccncc2)cc1[N+](=O)[O-]
    -2.7, -5.2, 7.1, 0.2, -15.6, 0.5, -0.2, -1.3, 3.1, 103.0
Cc1ccc(C(=O)Nc2nc3ccccc3[nH]2)cc1
    -1.8, 3.1, -11.1, -8.1, 9.0, -4.6, 0.7, -3.2, -1.7, 99.0
COc1ccc(CNC(=O)C(NS(=O)(=O)c2ccc3c(c2)CCCN3C(C)=O)C(C)C)cc1 (stereo not drawn)
    3.9, 0.3, -6.5, 0.9, 10.3, ·, -1.4, -0.7, -2.0, 99.8
Cc1ccc(N(C(=O)c2csnn2)C(C(=O)NC(C)(C)C)c2cccs2)cc1 (stereo not drawn)
    -8.0, 3.0, -15.4, 13.1, 2.9, ·, 0.3, -1.5, -0.5, 92.5
C=CCn1c(=N)c(C#N)cc2c(=O)n3ccccc3nc21
    0.9, -7.7, -19.1, -0.4, 14.0, ·, 1.6, ?, -2.5, 95.7
Cc1ccc(-c2ccc(C(=O)O)[nH]2)cc1
    0.6, 1.1, -1.6, -0.2, 8.3, ·, -0.9, -3.0, -1.6, 94.8
O=C(Nc1ccccc1C(F)(F)F)N1CCCC(O)C1 (stereo not drawn)
    -1.0, -3.4, 1.2, -2.4, 16.1, ·, 1.3, -0.9, -3.3, 100.0
CSC1=C(C#N)C(C)CC(=O)N1 (stereo not drawn)
    20.3, -0.7, 2.6, 5.1, 19.8, -0.1, 1.1, -0.2, -4.1, 105.1
CCOc1ccc2nc(SCC#N)c(C#N)cc2c1
    15.8, -3.2, 1.1, 0.3, -19.2, 81.5*, 3.0, -0.9, 3.7, ·
O=C(CSc1nc2ccccc2nc1N1CCCC1)Nc1ccc(Cl)cc1
    14.0, -0.1, -3.7, 1.4, 1.9, -3.0, 0.3, -2.5, -0.3, 92.1
O=[N+]([O-])c1ccc(S(=O)(=O)NN=Cc2ccc(Cl)c(Cl)c2)cc1
    0.0, 1.4, -2.9, 3.5, 8.0, 0.6, 1.0, 0.0, -1.6, 114.2
O=CN1CCN(C(=O)c2cccc([N+](=O)[O-])c2)CC1
    6.5, -1.7, 0.4, -3.3, 6.5, -1.4, -0.4, 0.9, -1.4, 95.4
COc1ccc(OC)c(N(CC(=O)NCCc2ccc(OC)c(OC)c2)S(=O)(=O)c2ccccc2)c1
    8.5, 3.0, -11.3, -2.0, 7.9, -2.1, 1.2, -3.5, -1.2, ·
COc1ccc(-c2nc3c(s2)CCc2onc(-c4ccc(Br)cc4)c2-3)cc1
    -5.9, 2.8, 1.2, 0.2, 18.6, -9.7, 3.9, 3.2, -3.4, 105.5
CCCCCCCc1nc2sc3c(c2c(=O)n1N)CC(C)(C)OC3
    -4.5, 1.8, 3.8, 1.6, 5.7, -2.6, 0.1, -4.1, -1.1, 96.5
CC(C)CNC(=O)C1CC(=O)OC12CCCCC2 (stereo not drawn)
    0.2, 0.1, 3.3, -14.9, -14.2, ·, -0.9, -6.8, 2.6, 115.2
CCOc1ccccc1NC(=O)CCCNC(=O)Cn1cnc2sc(C)c(C)c2c1=O
    5.3, -1.4, 8.8, -5.3, 2.9, -1.4, -1.3, -2.9, -0.6, 105.2
CC(C)CN(C(=O)c1cc([N+](=O)[O-])cc([N+](=O)[O-])c1)C1CCS(=O)(=O)C1 (stereo not drawn)
    -13.6, -3.9, -15.8, -3.4, -15.6, 3.0, -2.8, -5.2, 3.0, 107.3
CCc1cc(=O)oc2c3c(cc(OCC(=O)NCCCn4ccnc4)c12)OC(C)(C)CC3
    -4.6, 1.7, 1.8, 6.2, 11.0, -1.8, 2.0, -3.2, -2.2, ·
COc1ccc(S(=O)(=O)N2CCOCC2)cc1NC(=O)Cc1cccs1
    7.1, 3.1, 4.5, -2.0, 5.2, -3.7, -0.7, -2.4, -1.3, 99.7
Cc1nc(SCC(=O)NCc2ccccc2)c2c(=O)n(C)c(=O)n(C)c2n1
    2.7, -3.5, -5.6, 1.8, 11.4, 1.3, -1.2, -10.5, -1.9, 101.6
CCN(CC)CCn1c(NCc2ccccn2)nc2ccccc21
    11.5, 0.3, -8.5, 1.3, ·, ·, -1.2, 5.5, ·, 100.1
Cc1ccc(C(=O)OCC(=O)NCCNC(=O)COC(=O)c2ccc(C)s2)s1
    3.0, -2.1, -30.4, 2.2, 11.9, -4.6, -1.4, -1.0, -2.3, 102.2
COc1ccc(C2CC3(CC(C)(C)NC(=O)N3)Oc3cc(O)ccc32)cc1 (stereo not drawn)
    3.4, -1.6, -12.0, 3.6, -1.1, ·, 0.7, 0.0, 0.3, 107.3
CC(C(=O)NCC1CCCCC1)N1CCN(S(=O)(=O)c2ccccc2F)CC1 (stereo not drawn)
    -0.3, 0.8, -7.6, 3.3, 6.5, 0.3, 0.3, -4.9, -1.3, 116.9
Nc1nnc(SCc2nc3scc(-c4ccccc4)c3c(=O)[nH]2)s1
    1.4, -4.6, -16.4, 2.4, -4.8, -1.0, 9.0, -1.1, 0.9, 121.9
O=C1N/C(=N\N=C\c2cccs2)SC1Cc1ccc(Cl)cc1Cl (stereo not drawn)
    -3.0, 0.6, -2.5, -1.2, 13.3, ·, 0.6, -2.9, -2.2, 98.0

Next part.
Sequence of screens – Arr AP2 block, V-ATPase pH, Cardiac RTF inh, cardiac RTF act, MOR-DOR inv ag, Wnt bcat act, C-LANA FP, Keap1 Nrf2 FP, OPRM1-OPRD1 ag, Pemphigus Ab inh
CSc1cccc(NC(=O)C2CCCN(S(=O)(=O)c3ccc(F)cc3)C2)c1 (stereo not drawn)
    -11.5, 0.7, 1.8, -1.7, -23.8, 0.4, 0.1, -6.1, 5.2, 121.7
CC1=C/C(=N\S(=O)(=O)c2ccccc2)C(C(C)C)=CC1=O
    6.2, 5.2, -2.2, 0.5, 2.0, -2.0, -0.6, -3.7, -0.4, 95.0
Cc1ccc(CN(C)CC(=O)Nc2ccccc2C(=O)NC2CC2)o1
    1.7, -3.8, -11.3, -3.6, 17.5, 0.7, -1.1, 1.6, -4.4, ·
NC(N)=Nc1nc2ccc([N+](=O)[O-])cc2[nH]1
    9.0, -2.3, 0.1, 1.8, 28.4, 2.5, -0.3, -4.6, -5.5, 91.5
O=C(/C=C/c1ccc(Cl)cc1)Nc1ccc(N2CCOCC2)cc1
    17.7, 7.0, -6.2, 8.9, 2.7, -0.9, 1.6, -1.3, -0.6, ·
CCOC(=O)C1CCN(C(=O)c2ccccc2N(C)S(=O)(=O)c2ccccc2)CC1
    -1.2, -1.1, 13.7, -1.4, 12.5, -1.8, -1.5, 3.1, -2.4, ·
